# NSD2 inh: blocks human NSD2 histone methyltransferase activity. O96028. NSD2-SET H3K36me1 DELFIA fluorescence, biochemical. inhibition, % at 12.5 µM. 0.07% of 44,000 active. AID 624260; in the data active = inhibition above about 54%, passing the limit was not always enough; inconclusive = no clear call, values can overlap the other calls;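 note: inhibitors reduce the monomethyl H3K36 fluorescence signal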
# Target sequence (O96028 whole entry, looked up): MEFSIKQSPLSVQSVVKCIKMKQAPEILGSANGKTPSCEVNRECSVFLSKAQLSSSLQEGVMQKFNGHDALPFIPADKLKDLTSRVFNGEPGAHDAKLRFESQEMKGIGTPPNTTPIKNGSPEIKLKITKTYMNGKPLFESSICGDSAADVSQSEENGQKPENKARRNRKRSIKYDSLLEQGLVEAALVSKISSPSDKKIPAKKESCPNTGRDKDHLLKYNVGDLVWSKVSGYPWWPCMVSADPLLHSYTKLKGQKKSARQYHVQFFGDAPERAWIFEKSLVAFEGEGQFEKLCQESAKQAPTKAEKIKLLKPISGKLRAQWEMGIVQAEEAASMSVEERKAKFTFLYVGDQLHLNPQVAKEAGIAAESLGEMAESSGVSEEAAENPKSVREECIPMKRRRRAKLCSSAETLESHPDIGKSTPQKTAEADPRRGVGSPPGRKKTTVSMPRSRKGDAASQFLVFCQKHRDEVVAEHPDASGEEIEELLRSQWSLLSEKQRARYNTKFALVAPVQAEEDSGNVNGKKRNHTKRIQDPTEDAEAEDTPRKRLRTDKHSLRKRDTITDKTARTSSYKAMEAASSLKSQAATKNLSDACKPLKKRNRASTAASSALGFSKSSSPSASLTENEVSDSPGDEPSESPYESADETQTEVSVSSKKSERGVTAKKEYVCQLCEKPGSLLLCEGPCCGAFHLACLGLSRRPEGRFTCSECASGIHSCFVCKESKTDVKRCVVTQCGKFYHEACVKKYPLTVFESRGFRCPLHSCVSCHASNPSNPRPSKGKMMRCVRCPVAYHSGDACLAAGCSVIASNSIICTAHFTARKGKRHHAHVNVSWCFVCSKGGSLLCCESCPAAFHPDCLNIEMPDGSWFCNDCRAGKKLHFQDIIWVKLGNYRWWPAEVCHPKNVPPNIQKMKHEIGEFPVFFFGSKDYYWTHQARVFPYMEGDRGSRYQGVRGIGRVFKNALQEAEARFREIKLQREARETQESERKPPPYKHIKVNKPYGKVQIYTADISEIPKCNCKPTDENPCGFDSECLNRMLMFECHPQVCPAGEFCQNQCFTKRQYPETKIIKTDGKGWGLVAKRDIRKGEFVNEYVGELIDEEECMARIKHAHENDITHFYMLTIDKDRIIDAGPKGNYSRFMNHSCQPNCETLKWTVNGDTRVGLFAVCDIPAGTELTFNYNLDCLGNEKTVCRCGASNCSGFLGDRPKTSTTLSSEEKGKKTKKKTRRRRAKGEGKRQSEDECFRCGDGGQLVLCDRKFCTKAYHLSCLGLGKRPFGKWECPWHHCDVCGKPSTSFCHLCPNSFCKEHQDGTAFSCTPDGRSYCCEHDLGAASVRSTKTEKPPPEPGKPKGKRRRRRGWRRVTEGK
# * = called active by the depositor; ? = inconclusive; & = joins results of further samples. Not all compounds are listed; rates above refer to the full screens.
SMILES,NSD2 inh
C[C@@H]1CCCCO[C@@H](CN(C)S(=O)(=O)c2ccccc2)[C@H](C)CN([C@H](C)CO)C(=O)c2cc(NC(=O)Nc3ccc(C(F)(F)F)cc3)ccc2O1,-1
C[C@@H]1CN([C@@H](C)CO)C(=O)c2cc(C#Cc3ccccc3F)cnc2O[C@@H]1CN(C)C,-1
C[C@@H]1CN([C@H](C)CO)C(=O)c2cc(N(C)C)ccc2O[C@@H]1CN(C)S(=O)(=O)c1cn(C)cn1,0
Cc1ccc(S(=O)(=O)N(C)C[C@H]2Oc3ccc(NC(=O)CCC(F)(F)F)cc3C(=O)N([C@H](C)CO)C[C@H]2C)cc1,-3
CO[C@@H](CN(C)Cc1cc(F)ccc1F)[C@H](C)CN([C@H](C)CO)S(=O)(=O)c1ccc(F)cc1,-3
COc1cccc(S(=O)(=O)N(C)C[C@@H]2Oc3ncc(C#CCN(C)C)cc3C(=O)N([C@H](C)CO)C[C@@H]2C)c1,0&12
COc1ccc(CN(C)C[C@@H]2OCCCC[C@H](C)Oc3ccc(NS(=O)(=O)c4ccc(OC)cc4)cc3C(=O)N([C@@H](C)CO)C[C@@H]2C)cc1,-2
C[C@H]1CN([C@@H](C)CO)C(=O)CCCn2nncc2CO[C@@H]1CN(C)S(=O)(=O)c1ccc(Oc2ccccc2)cc1,6
C[C@H]1CN([C@@H](C)CO)C(=O)c2cc(NC(=O)CCCCCC(=O)Nc3ccccc3N)ccc2O[C@@H]1CN(C)Cc1ccncc1,0
CC(C)NC(=O)Nc1cccc2c1O[C@@H](CN(C)S(=O)(=O)c1ccccc1)[C@H](C)CN([C@H](C)CO)C2=O,3
C[C@H](CO)N1C[C@H](C)[C@@H](CN(C)C(=O)Nc2cccc(C(F)(F)F)c2)OCc2ccccc2-c2ccccc2C1=O,-9
C[C@@H]1CN([C@H](C)CO)C(=O)CCCn2cc(nn2)CO[C@H]1CN(C)S(=O)(=O)c1ccc2ccccc2c1,-4
C[C@@H]1CN([C@H](C)CO)S(=O)(=O)c2ccc(/C=C/c3ccccc3)cc2O[C@H]1CN(C)Cc1ccccc1,8
CC(C)NC(=O)N(C)C[C@H]1Oc2ccc(NC(=O)Nc3ccc(C(F)(F)F)cc3)cc2CC(=O)N([C@H](C)CO)C[C@@H]1C,-2
Cc1noc(C)c1S(=O)(=O)N(C)C[C@H]1OCCCC[C@H](C)Oc2ccc(NC(=O)Nc3ccc4c(c3)OCO4)cc2C(=O)N([C@@H](C)CO)C[C@@H]1C,-4
COc1cccc(-c2ccc3c(c2)O[C@@H](CN(C)C(C)=O)[C@@H](C)CN([C@@H](C)CO)S3(=O)=O)c1,-13
C[C@@H]1CN([C@H](C)CO)C(=O)c2cccc(NC(=O)C3CCCCC3)c2O[C@H]1CN(C)C(=O)Nc1ccc2c(c1)OCO2,10
CC(C)NC(=O)Nc1ccc2c(c1)C(=O)N([C@@H](C)CO)C[C@@H](C)[C@@H](CN(C)C(=O)Nc1ccc(C(F)(F)F)cc1)OCCCC[C@@H](C)O2,-9
Cc1noc(C)c1NC(=O)Nc1ccc2c(c1)C(=O)N([C@H](C)CO)C[C@@H](C)[C@@H](CN(C)C(=O)Nc1c(C)noc1C)O2,7
C[C@@H]1CCCCO[C@H](CN(C)C(=O)Nc2ccccc2)[C@@H](C)CN([C@@H](C)CO)C(=O)c2cc(NC(=O)Cc3ccccc3)ccc2O1,?
C[C@@H]1CN([C@H](C)CO)C(=O)c2cc(C#CCN(C)C)cnc2O[C@@H]1CN(C)C(=O)c1ccc2c(c1)OCO2,3
C[C@@H]1CN([C@H](C)CO)C(=O)Cc2cc(NC(=O)Cc3cn(C)c4ccccc34)ccc2O[C@H]1CN(C)C(=O)Nc1ccccc1,3
COc1ccc(-c2cnc3c(c2)C(=O)N([C@H](C)CO)C[C@H](C)[C@@H](CN(C)C)O3)cc1,0
O=C(C[C@H]1C=C[C@@H](NC(=O)Cc2cccnc2)[C@@H](CO)O1)Nc1ccccc1,4
CC(=O)N(C)C[C@H]1Oc2cc(C#Cc3ccc(F)cc3)ccc2S(=O)(=O)N([C@@H](C)CO)C[C@@H]1C,2
COc1cccc(-c2ccc3c(c2)O[C@@H](CN(C)Cc2cncnc2)[C@H](C)CN([C@H](C)CO)S3(=O)=O)c1,2
C[C@@H]1CN([C@H](C)CO)C(=O)c2cc(NC(=O)CCCN(C)C)ccc2O[C@H]1CN(C)Cc1ccc2c(c1)OCO2,0
CC(C)NC(=O)N(C)C[C@@H]1OCCCC[C@@H](C)Oc2ccc(NC(=O)Cc3ccccc3)cc2C(=O)N([C@H](C)CO)C[C@H]1C,-2
C[C@H](CO)N1C[C@H](C)[C@H](CN(C)S(C)(=O)=O)Oc2ncc(C3=CCCC3)cc2C1=O,-5
C[C@H](CO)N1C[C@H](C)[C@@H](CN(C)Cc2ccc(Oc3ccccc3)cc2)Oc2ccc(NS(C)(=O)=O)cc2CC1=O,0
COc1ccc(NC(=O)Nc2ccc3c(c2)C(=O)N([C@@H](C)CO)C[C@H](C)[C@@H](CN(C)Cc2ccc(Cl)c(Cl)c2)OCCCC[C@H](C)O3)cc1,2
C[C@@H]1CN([C@H](C)CO)C(=O)Cc2cc(NS(=O)(=O)c3ccc(F)cc3)ccc2O[C@@H]1CN(C)C(=O)Nc1ccc(C(F)(F)F)cc1,-3
Cc1ccc(S(=O)(=O)Nc2ccc3c(c2)CC(=O)N([C@@H](C)CO)C[C@H](C)[C@H](CN(C)Cc2ccc(-c4ccccc4)cc2)O3)cc1,-1
C[C@H](CO)N1C[C@H](C)[C@@H](CN(C)C)Oc2c(NS(=O)(=O)c3cccs3)cccc2C1=O,1
C[C@H]1CN([C@@H](C)CO)C(=O)Cc2cc(NC(=O)Nc3ccc(F)cc3)ccc2O[C@H]1CN(C)S(=O)(=O)c1cn(C)cn1,6
COc1ccc(S(=O)(=O)N(C)C[C@@H]2Oc3ncc(-c4cccc(C(F)(F)F)c4)cc3C(=O)N([C@H](C)CO)C[C@@H]2C)cc1,0
COc1cccc(S(=O)(=O)N(C)C[C@H]2Oc3cc(C#CCN(C)C)ccc3S(=O)(=O)N([C@@H](C)CO)C[C@@H]2C)c1,0
CNCC(O)c1ccc(OC(=O)C(C)(C)C)c(OC(=O)C(C)(C)C)c1 (configuration not stated),-4
COc1ccc(-c2cnc3c(c2)C(=O)N([C@@H](C)CO)C[C@@H](C)[C@H](CN(C)Cc2ccccc2)O3)cc1,2
C[C@@H]1CN([C@@H](C)CO)C(=O)Cc2cc(N(C)C)ccc2O[C@H]1CN(C)Cc1ccc(Cl)c(Cl)c1,-9

# Copied from the list.
# In NSD2 inh, `C[C@@H]1CN([C@H](C)CO)C(=O)c2cc(C#CCN(C)C)cnc2O[C@@H]1CN(C)C(=O)c1ccc2c(c1)OCO2` shows 3
# In NSD2 inh, `CC(C)NC(=O)N(C)C[C@H]1Oc2ccc(NC(=O)Nc3ccc(C(F)(F)F)cc3)cc2CC(=O)N([C@H](C)CO)C[C@@H]1C` shows -2
# In NSD2 inh, `CC(=O)N(C)C[C@H]1Oc2cc(C#Cc3ccc(F)cc3)ccc2S(=O)(=O)N([C@@H](C)CO)C[C@@H]1C` shows 2
# In NSD2 inh, `O=C(C[C@H]1C=C[C@@H](NC(=O)Cc2cccnc2)[C@@H](CO)O1)Nc1ccccc1` shows 4

# Further records follow:
SMILES,NSD2 inh
COc1cccc(NC(=O)N[C@H]2C=C[C@@H](CC(=O)NCc3ccncn3)O[C@H]2CO)c1,6
CC(C)SC(=N)N,0
C[C@H](CO)N1C[C@H](C)[C@@H](CN(C)C(=O)CCC(F)(F)F)OCCCC[C@H](C)Oc2ccc(NC(=O)c3ccncc3)cc2C1=O,0
CC(=O)O[C@@H]1[C@@H](O)[C@H](C)O[C@@H](O[C@H]2[C@@H]3C=CO[C@@H](O[C@@H]4O[C@H](CO)[C@@H](O)[C@H](O)[C@H]4O)[C@@H]3[C@@]3(CO)O[C@@H]23)[C@@H]1OC(=O)/C=C/c1ccc(O)cc1,-2
COc1ccc(S(=O)(=O)Nc2ccc3c(c2)C(=O)N([C@@H](C)CO)C[C@@H](C)[C@@H](CN(C)C(=O)Nc2ccccc2)OCCCC[C@H](C)O3)cc1,5
Cc1ccc(S(=O)(=O)N(C)C[C@@H]2Oc3ccc(NS(C)(=O)=O)cc3C(=O)N([C@H](C)CO)C[C@@H]2C)cc1,2
C[C@@H]1CCCCO[C@@H](CN(C)S(C)(=O)=O)[C@@H](C)CN([C@H](C)CO)C(=O)c2cc(NS(=O)(=O)c3cn(C)cn3)ccc2O1,-5
C[C@@H]1CN([C@H](C)CO)S(=O)(=O)c2ccc(-c3ccccc3F)cc2O[C@H]1CN(C)C(=O)C1CC1,-2
C[C@@H]1CN([C@@H](C)CO)C(=O)c2cc(C#CCN(C)C)cnc2O[C@H]1CN(C)C(=O)c1cnccn1,-5
Cc1noc(C)c1S(=O)(=O)Nc1ccc2c(c1)C(=O)N([C@@H](C)CO)C[C@@H](C)[C@H](CN(C)C(=O)Cc1ccccc1)OCCCC[C@H](C)O2,-1
C[C@H](CO)N1C[C@H](C)[C@H](CN(C)C(=O)Nc2ccc(F)cc2)Oc2ncc(C#Cc3ccc(C(F)(F)F)cc3)cc2C1=O,-10
C[C@@H]1CCCCO[C@@H](CN(C)C(=O)NC2CCCCC2)[C@@H](C)CN([C@H](C)CO)C(=O)c2cc(NS(=O)(=O)c3cn(C)cn3)ccc2O1,-3
Cc1ccc(S(=O)(=O)Nc2ccc3c(c2)C(=O)N([C@H](C)CO)C[C@H](C)[C@@H](CN(C)C(=O)Nc2c(C)noc2C)O3)cc1,1
CC(C)CC#Cc1ccc2c(c1)O[C@H](CN(C)C(=O)c1ccncc1)[C@@H](C)CN([C@H](C)CO)S2(=O)=O,3
C[C@@H]1CCCCO[C@H](CN(C)Cc2ccc(C(=O)O)cc2)[C@H](C)CN([C@H](C)CO)C(=O)c2cc(N(C)C)ccc2O1,18
CCC[C@@H]1C[C@@H](C(=O)N[C@@H](C2O[C@H](SC)[C@H](O)[C@@H](O)[C@H]2O)[C@H](C)Cl)N(C)C1 (some centres not stated),0
Cc1noc(C)c1S(=O)(=O)Nc1ccc2c(c1)CC(=O)N([C@@H](C)CO)C[C@H](C)[C@H](CN(C)Cc1ccc3c(c1)OCO3)O2,-1
C[C@H](CO)N1C[C@H](C)[C@@H](CN(C)Cc2ccncc2)OCc2ccccc2-c2ccccc2C1=O,0
C[C@H](CO)N1C[C@H](C)[C@@H](CN(C)CC2CCCCC2)Oc2ccc(NS(=O)(=O)c3ccccc3)cc2CC1=O,-16
CCN1CCN(C(=O)c2ccc(CNS(=O)(=O)c3cccc(OC)c3)cc2)CC1,-3
O=C(NCCN1CCOCC1)c1cnn2c(C(F)F)cc(-c3ccccc3)nc12,-2
C[C@H](CO)N1C[C@H](C)[C@H](CN(C)Cc2ccc(F)cc2)Oc2ncc(-c3cc4ccccc4o3)cc2C1=O,4
COc1ccc(NC(=O)N(C)C[C@@H]2Oc3c(NS(=O)(=O)c4ccc(C)cc4)cccc3C(=O)N([C@@H](C)CO)C[C@@H]2C)cc1,0
CN1CCN(C(=O)C[C@@H]2CC[C@H](NC(=O)Nc3ccccc3F)[C@H](CO)O2)CC1,-22
C=CCNC(=O)[C@H]1[C@@H]2C(=O)O[C@@H](c3ccccc3)[C@@H](c3ccccc3)N2[C@@H](c2ccc(OCCO)cc2)[C@]12C(=O)Nc1ccc(C#CC3=CCCCC3)cc12,-2
C[C@H]1CN([C@@H](C)CO)C(=O)Cc2cc(NS(=O)(=O)c3cccs3)ccc2O[C@@H]1CN(C)Cc1ccncc1,-4
C[C@@H]1CN([C@H](C)CO)S(=O)(=O)c2ccc(Br)cc2O[C@H]1CN(C)C(=O)c1cnccn1,-1
COc1ccc(C#Cc2cnc3c(c2)C(=O)N([C@@H](C)CO)C[C@@H](C)[C@H](CN(C)C(=O)c2ccccc2F)O3)cc1,-1
C[C@H](CO)N1C[C@H](C)[C@H](CN(C)Cc2ccc(C(=O)Nc3ccccc3N)cc2)Oc2ccc(NC(=O)c3ccncc3)cc2CC1=O,0
CC(C)NC(=O)Nc1cccc2c1O[C@H](CN(C)C(=O)Nc1ccc3c(c1)OCO3)[C@@H](C)CN([C@@H](C)CO)C2=O,-2
CCCC#Cc1ccc2c(c1)O[C@@H](CN(C)C(=O)c1ccccc1)[C@@H](C)CN([C@@H](C)CO)S2(=O)=O,2
CC(C)CC#Cc1ccc2c(c1)O[C@@H](CN(C)C(=O)c1cnccn1)[C@@H](C)CN([C@@H](C)CO)S2(=O)=O,-4
O=C(N/N=C/c1ccco1)c1ccccn1,-8
O=C(C[C@H]1C=C[C@H](NC(=O)CC2CC2)[C@@H](CO)O1)NCc1ccc(-c2ccccc2)cc1,1
C[C@@H]1CN([C@@H](C)CO)C(=O)c2cccc(NC(=O)C3CC3)c2O[C@@H]1CN(C)S(C)(=O)=O,1
CN1CCCCC1CCN1c2ccccc2Sc2ccc(S(C)=O)cc21 (configuration not stated),9
C[C@H](CO)N1C[C@H](C)[C@H](CN(C)Cc2cccc(C(F)(F)F)c2)Oc2ncc(C#Cc3ccccc3)cc2C1=O,-5
O=c1[nH]cnc2ccccc12,-7
COc1ccc(CN(C)C[C@H]2Oc3ccc(NC(=O)NC4CCCCC4)cc3C(=O)N([C@@H](C)CO)C[C@@H]2C)cc1,-1
COc1c2c(c(O)c3c(=O)c4c(OC)c(O)ccc4oc13)C1CCCC(C)(O2)O1 (configuration not stated),-1

# Some of these compounds in order of the NSD2 inh value, highest first.
SMILES,NSD2 inh
CN1CCCCC1CCN1c2ccccc2Sc2ccc(S(C)=O)cc21 (configuration not stated),9
C[C@H](CO)N1C[C@H](C)[C@H](CN(C)Cc2ccc(F)cc2)Oc2ncc(-c3cc4ccccc4o3)cc2C1=O,4
COc1c2c(c(O)c3c(=O)c4c(OC)c(O)ccc4oc13)C1CCCC(C)(O2)O1 (configuration not stated),-1
CC(C)NC(=O)Nc1cccc2c1O[C@H](CN(C)C(=O)Nc1ccc3c(c1)OCO3)[C@@H](C)CN([C@@H](C)CO)C2=O,-2
O=c1[nH]cnc2ccccc12,-7
CN1CCN(C(=O)C[C@@H]2CC[C@H](NC(=O)Nc3ccccc3F)[C@H](CO)O2)CC1,-22
